High-throughput results (PubChem)
Rpn11 block: blocks the human proteasome subunit Rpn11. O00487. human 26S proteasome, Ub4-pepOG fluorescence polarization; 20S core pre-blocked with epoxomicin. calls only at 20 µM. 0.59% of 360,000 active;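 active means inhibition at 20 µM, scaled to each plate's controls, above about 33%, limit read from the data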
NadD inh: blocks S. aureus nicotinate mononucleotide adenylyltransferase; 0.78% of 360,000 active; inhibition, % at 20 µM; purified NadD enzyme, colorimetric absorbance read-out; in the data active means inhibition above about 26%; further: some compounds past the cut are filed as inactive
Neddylation inh: inhibitors of human cullin neddylation. 0.58% of 360,000 active. P61081+Q13564. AID 651699. calls only at 25 µM. TR-FRET cullin neddylation, biochemical; in the data active means inhibition above about 36%
SKN-1 block: blocks SKN-1 activity in C. elegans; AID 624304; C. elegans VP596 Pgst-4::GFP/RFP ratio, acrylamide-induced, 24 h; inhibition, % at 21.8 µM; 0.49% of 360,000 active;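 active means interference check ratio from 0.5 to 1.5 plus GFP to RFP signal ratio inhibition reaching or exceeding a fixed threshold, cut at about 30% in these data, passing the limit was not always enough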; further: some compounds called inactive have numbers as strong as hits
CSN inh: blocks human CSN-mediated cullin deneddylation; Q92905; Purified CSN, SCF-Nedd8-OG deneddylation, fluorescence polarization; inhibition, % at 12.5 µM; 0.38% of 360,000 active; AID 651999;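 active means pattern-corrected inhibition above about 35%, with an unprinted fluorescence ratio check between 0.5 and 1.5, limit read from the data, passing the limit was not always enough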;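 further: 0% = enzyme with substrate and 100% = substrate without enzyme; some results filed as inactive read as strong as hits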
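Assay system: Purified human Csn5 enzyme expressed in HEK293T cells | Amount: Enzyme 0.24 nM | Measured by: Fluorescence polarization readout | Medium: Tris/NaCl/DTT buffer, pH 7.5 | Compound dosing: One concentration, 12.5 µM, 0.25% DMSO | Times: 90 min incubation of compound, enzyme and substrate at room temperature | Control set: no-enzyme wells high, enzyme-with-substrate wells low | Read-out: % inhibition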
MT1-MMP act inh: MT1-MMP (human) activation inhibition. P50281. HT1080 RFP-PRO-GFP cells, GFP/RFP ratio fluorescence, overnight; percent of plate control window, DMSO zero. GFP/RFP ratio change, % at 20 µM. 0.061% of 360,000 active. AID 651647;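 active means GFP/RFP ratio change of at least 30% with cell ATP level not reduced by more than half and red fluorescence within 50% of control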; further: strong numbers were not always called active
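system = RFP-PRO-GFP reporter HT1080 cells | dosing = 20 µM single dose, 1% DMSO | timing = overnight cell settling, then overnight compound exposure, 37 °C, 5% CO2 | read-out basis = GFP/RFP fluorescence ratio | controls = DMSO and RFP-L50D-GFP cell wells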
PABP1 MLLE inh: inhibitors of microRNA-mediated deadenylation, human PABP1 MLLE binding | inhibition, % at 20 µM | 0.36% of 360,000 active | GST-MLLE / FITC-PAM2 fluorescence polarization | P11940; in the data active means inhibition above about 35%, passing the limit was not always enough;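 further: plate controls were DMSO wells with GST-MLLE for no effect and wells lacking GST-MLLE protein for full effect; some results filed as inactive read as strong as hits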
Rin1 Abl inh: blocks binding of human Rin1 to Abl; P00519+Q13671; TR-FRET Rin1/Abl binding, biochemical; inhibition, % at 7.35 µM; 0.4% of 360,000 active; in the data active means inhibition above about 5%, passing the limit was not always enough
Target sequence (P00519 whole entry, looked up): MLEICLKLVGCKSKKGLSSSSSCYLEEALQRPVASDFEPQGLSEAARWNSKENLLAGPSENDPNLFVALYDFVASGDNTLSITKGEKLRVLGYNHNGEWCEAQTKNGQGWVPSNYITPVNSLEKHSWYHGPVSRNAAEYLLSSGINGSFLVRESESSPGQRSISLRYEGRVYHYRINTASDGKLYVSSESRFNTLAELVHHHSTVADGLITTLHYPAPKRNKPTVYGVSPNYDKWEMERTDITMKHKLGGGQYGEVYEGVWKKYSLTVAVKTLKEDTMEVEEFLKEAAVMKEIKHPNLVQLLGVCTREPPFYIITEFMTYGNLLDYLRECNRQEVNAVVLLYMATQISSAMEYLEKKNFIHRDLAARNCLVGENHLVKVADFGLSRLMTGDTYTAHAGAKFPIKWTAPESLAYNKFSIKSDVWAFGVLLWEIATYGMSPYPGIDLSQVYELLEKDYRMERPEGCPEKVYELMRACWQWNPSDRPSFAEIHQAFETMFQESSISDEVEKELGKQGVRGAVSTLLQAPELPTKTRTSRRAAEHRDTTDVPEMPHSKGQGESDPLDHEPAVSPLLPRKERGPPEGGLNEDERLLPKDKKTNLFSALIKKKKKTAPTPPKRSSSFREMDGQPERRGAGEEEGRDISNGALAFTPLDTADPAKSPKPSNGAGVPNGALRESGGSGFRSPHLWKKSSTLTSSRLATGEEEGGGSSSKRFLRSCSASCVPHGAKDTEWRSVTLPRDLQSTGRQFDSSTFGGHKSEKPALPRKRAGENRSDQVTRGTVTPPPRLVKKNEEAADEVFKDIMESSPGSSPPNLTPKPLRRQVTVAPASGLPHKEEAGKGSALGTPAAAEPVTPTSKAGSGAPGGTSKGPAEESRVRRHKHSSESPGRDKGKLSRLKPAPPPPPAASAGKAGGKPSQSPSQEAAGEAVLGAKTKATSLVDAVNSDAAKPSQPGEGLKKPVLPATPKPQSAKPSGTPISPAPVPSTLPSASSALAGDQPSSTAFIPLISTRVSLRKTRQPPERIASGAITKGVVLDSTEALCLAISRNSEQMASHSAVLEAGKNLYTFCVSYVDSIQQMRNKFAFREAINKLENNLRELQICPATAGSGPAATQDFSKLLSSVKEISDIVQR
Target sequence (Q13671 whole entry, looked up): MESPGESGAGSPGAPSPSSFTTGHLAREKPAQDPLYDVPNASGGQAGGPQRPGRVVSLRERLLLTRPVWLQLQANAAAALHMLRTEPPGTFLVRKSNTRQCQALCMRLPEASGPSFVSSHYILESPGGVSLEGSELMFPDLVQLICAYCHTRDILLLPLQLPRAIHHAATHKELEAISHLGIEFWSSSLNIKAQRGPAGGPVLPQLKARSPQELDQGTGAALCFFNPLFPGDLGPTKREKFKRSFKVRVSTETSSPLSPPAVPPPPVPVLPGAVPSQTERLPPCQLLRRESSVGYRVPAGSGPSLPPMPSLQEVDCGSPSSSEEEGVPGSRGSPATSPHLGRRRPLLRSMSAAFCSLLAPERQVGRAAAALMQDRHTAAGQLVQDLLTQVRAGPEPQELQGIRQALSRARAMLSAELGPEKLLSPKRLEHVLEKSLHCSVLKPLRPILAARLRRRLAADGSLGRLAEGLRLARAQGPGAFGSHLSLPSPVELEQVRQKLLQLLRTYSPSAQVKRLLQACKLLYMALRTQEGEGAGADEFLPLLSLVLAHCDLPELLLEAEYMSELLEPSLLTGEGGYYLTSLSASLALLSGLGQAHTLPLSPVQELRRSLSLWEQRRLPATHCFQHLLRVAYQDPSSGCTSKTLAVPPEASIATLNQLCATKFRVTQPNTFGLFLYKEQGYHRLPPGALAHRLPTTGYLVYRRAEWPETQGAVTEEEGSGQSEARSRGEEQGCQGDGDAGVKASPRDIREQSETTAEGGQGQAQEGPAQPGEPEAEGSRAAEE
FAS TE block: inhibitors of human fatty acid synthase thioesterase domain; P49327; recombinant FAS-TE, OMFH fluorogenic substrate, fluorescence endpoint; inhibition, % at 15 µM; 0.67% of 360,000 active;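 active means compounds whose normalised, plate-corrected inhibition of enzyme fluorescence in the single-dose primary screen is 50% or more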;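 further: 0% = DMSO with enzyme and 100% = substrate without enzyme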
An asterisk follows results filed as active; i = inactive; nt = not tested or not shown; + = active, no number.

SMILES	Rpn11 block	NadD inh	Neddylation inh	SKN-1 block	CSN inh	MT1-MMP act inh	PABP1 MLLE inh	Rin1 Abl inh	FAS TE block
CC(=O)c1cccc(NC(=O)CCCCCn2nnc3ccccc3c2=O)c1	i	-4.1	i	3.6	-0.6	-4.5	5.0	-1.7	-4.9
COc1ccc(C)cc1NS(=O)(=O)c1ccc(Br)s1	i	1.2	i	11.8	-0.5	0.6	-19.3	0.5	8.5
COc1ccc(Cl)cc1NC(=S)NNC(=O)c1cccnc1	i	0.5	i	-1.9	-9.7	0.5	12.7	2.5	-4.6
O=C(O)c1cccc(NC(=O)c2ccc(COc3ccc(Cl)cc3)cc2)c1	i	1.6	i	-3.7	3.2	0.9	-2.3	0.3	1.7
Cc1ccc(C(=O)NCC(=O)OCC(=O)c2ccc3c(c2)NC(=O)CO3)cc1C	i	-1.6	i	-7.1	-1.1	0.8	-13.3	0.0	-1.0
Nc1cccc2c1C(=O)N(C(=O)/C=C/c1ccc(F)cc1)C2=O	i	1.9	nt	-7.9	37.3*	-3.3	-6.2	-2.6	3.7
CC(OC(=O)c1ccc(-n2cnnn2)cc1)C(=O)Nc1ccc(F)c(F)c1F (stereo not given)	i	-1.2	i	12.8	7.7	0.8	-5.9	-1.4	-5.9
Cc1ccc(C(=O)Nn2cnnc2)cc1S(=O)(=O)N1CCOCC1	i	-8.6	i	-13.5	4.0	6.6	6.6	-2.2	-8.8
O=C1CC2(CCN(C(=O)c3ccc([N+](=O)[O-])cc3)CC2)Oc2ccccc21	i	-2.2	i	25.9	-0.8	3.3	-11.5	-4.8	10.3
CC1(C)CC(=O)C2=C(C1)NC(Nc1nc3ccccc3o1)=NC2c1ccccn1 (stereo not given)	i	-2.0	i	-25.0	-3.1	nt	3.6	-0.2	2.3
CN(C)S(=O)(=O)c1ccc(Cl)c(C(=O)NNC(=O)Cn2ccc(C(F)(F)F)n2)c1	i	-2.8	i	5.4	1.9	-1.7	1.3	2.9	-5.4
Cc1ccc(S(=O)(=O)NCCC(=O)NCCOc2ccccc2)cc1	i	-3.8	i	9.7	-8.5	-0.4	14.5	2.5	-1.0
CC(C(=O)NC1CCCC1)n1c(-c2ccncc2)nc2ccccc21 (stereo not given)	nt	nt	i	-4.8	7.7	6.6	nt	nt	nt
CCCN(CCC)CCCNC(=O)c1cc2c(-c3ccc(OC)c(OC)c3)nn(C)c2s1	i	-4.1	+	-6.5	0.8	9.3	1.9	0.3	1.4
COc1ccc(-n2c(=O)cc(N3CCN(c4ccccc4)CC3)[nH]c2=O)cc1	i	-1.9	i	2.9	-3.8	-0.2	2.2	-1.3	-8.9
CSC1=NCCN1C(=O)c1cccc(C(F)(F)F)c1	i	1.5	i	10.1	-9.6	0.8	5.6	-1.2	-3.4
Cc1cc(C)c2c(N)c(C(=O)N/N=C/c3cccnc3)sc2n1	i	11.0	i	7.2	6.7	12.2	8.0	-6.2	-2.6
c1ccc(CN2CCC3CC2c2ccc(N4CCOCC4)cc23)cc1 (stereo not given)	i	1.2	i	7.4	4.8	1.5	-6.2	-2.6	-8.3
Cc1cc(-c2ccc(NC(=O)[C@@H]3CCCC[C@@H]3C(=O)O)c(C)c2)ccc1NC(=O)[C@@H]1CCCC[C@@H]1C(=O)O	i	4.6	i	-4.6	-8.1	3.0	-1.3	4.0	-2.1
COc1cc(C2NC(=O)NC(c3ccccc3)=C2C(C)=O)ccc1OCC#N (stereo not given)	i	-5.1	i	14.0	-1.8	-0.2	-4.9	-2.2	-6.0
CCN1C(=O)/C(=c2\o/c(=C3\C=Cc4ccccc4N3CC)c(=O)n2CC)SC1=S	i	3.3	i	-0.4	-0.5	25.0	14.7	-2.5	-2.4
CCOc1cc(-c2c(C#N)c(N)nc3c2CCCC3C)ccc1O (stereo not given)	i	-6.4	i	-4.1	-0.4	2.0	-10.1	3.8	7.5
CC(Oc1ccc(NC(=O)c2ccco2)cc1)C(=O)N1c2ccccc2CC1C (stereo not given)	i	-1.2	i	29.9	5.1	-2.5	-15.8	0.7	3.4
CC(C)(C)c1ccc(-n2nc(C(N)=O)c(O)cc2=O)cc1	i	2.5	i	49.1	-6.5	5.7	11.2	-1.0	-4.7
O=C/C(=C\Nc1ccc(C(=O)N2CCOCC2)cc1)c1nc2ccccc2o1	i	2.5	i	-7.2	0.1	-4.6	8.5	1.6	-5.3
CCN(CC)C(=O)c1ccc(S(=O)(=O)N2CCC(c3nc4ccccc4s3)CC2)cc1	i	3.6	i	5.0	5.1	-4.9	5.2	1.5	1.7
Cc1ccccc1NC(=O)C1CCN(S(=O)(=O)c2cccs2)CC1	i	-11.9	i	1.9	-0.9	-18.1	-4.0	-4.7	-1.5
CN(CCOc1ccc(Cl)cc1)C(=O)c1ccc(S(=O)(=O)N2CCOCC2)cc1	i	-5.3	i	-11.1	0.7	3.2	6.2	4.3	-0.4
CSc1ncc(C(=O)Nc2ccc(C(C)=O)cc2)c(C)n1	i	-1.3	i	20.2	4.7	-5.2	-23.1	0.9	-6.2
CCOC(=O)Cn1nc(NC(=O)COc2ccc(F)cc2)cc1C	i	-1.4	i	3.9	-1.7	-1.3	-2.1	0.3	-3.7
CC(=O)Nc1cccc(NC(=O)c2ccc(Br)cc2)c1	i	-6.5	i	3.1	-2.9	2.7	2.2	-3.4	-2.7
CC1(C(=O)N2CC3(CC(c4ccccc4)=NO3)C[C@H]2C(=O)NCC(N)=O)CC1 (stereo not given in full)	i	-5.0	i	6.0	-10.2	-1.4	-4.3	-2.5	-8.7
Cc1c(C(=O)N(C)C)sc(NC(=O)c2cccc([N+](=O)[O-])c2)c1C#N	i	-1.2	i	-10.0	0.8	10.8	-8.3	-4.7	1.4
CCOC(=O)c1nc(Nc2ccc(C)cc2)c2ccccc2n1	i	-1.9	i	-4.9	-3.9	3.2	59.9*	-5.0	-2.1
COC(=O)c1cc(S(=O)(=O)NCc2ccc3c(c2)OCO3)c[nH]1	i	-2.8	i	-3.8	-2.2	2.6	10.7	-1.0	-7.1
Cc1ccc(NC(=O)CS(=O)(=O)c2cn(CC(=O)N3CCOCC3)c3ccccc23)cc1	i	0.9	i	-9.6	2.4	-3.3	-1.8	0.4	-1.9
O=C(NCCc1c[nH]c2ccccc12)C(=O)c1c[nH]c2ccccc12	i	-5.0	i	5.9	3.1	-1.8	-1.3	0.4	0.8
COc1ccc(S(=O)(=O)Nc2ccc3c(c2)n(C)c(=O)n3C)cc1F	i	-1.8	i	5.0	-4.1	9.1	5.5	4.2	-1.1
CCOC(=O)c1nn(-c2cccc(C)c2)cc1C(=O)c1ccccc1	i	-3.5	i	-22.1	-1.5	-6.2	-4.6	-1.9	17.5
CCN(Cc1cc(OC)c(OC)c(OC)c1)C(=S)Nc1cccc(SC)c1	i	-4.5	i	7.9	1.6	4.9	-64.2	0.0	5.4
Cc1nc(C)n(CC(=O)N2CCCC(C(=O)c3ccc(C(F)(F)F)cc3)C2)n1 (stereo not given)	i	-2.0	i	-3.1	0.9	2.7	-16.9	2.6	-0.9
O=C1CCCc2c1nc(-c1cccc(Cl)c1)n2O	i	-2.8	nt	2.5	-5.3	-0.2	9.1	0.2	-14.9
COc1cc(OC)cc(C(=O)NC2CCSC2=O)c1 (stereo not given)	i	-4.7	i	14.5	0.9	-2.7	-4.0	-2.7	-4.9
CCCCOCCCNC(=O)c1cccc(OC)c1	i	-0.4	i	-8.6	-16.5	2.5	11.2	-3.2	-9.5
CCOC(=O)C(NC(=O)c1cccc(Cl)c1)(OCc1ccccc1)C(F)(F)F (stereo not given)	i	-11.2	i	12.2	-3.6	-16.7	-4.0	-2.8	23.2
CN(Cc1ccccc1)S(=O)(=O)c1nnc(NC(=O)c2ccccc2F)s1	i	-0.8	i	12.4	0.2	-3.5	-6.5	-2.6	0.9
COc1ccc(Nc2nc(C)cc(C)n2)cc1Cl	i	2.4	i	3.7	3.3	6.5	-16.7	-0.2	1.3
CCC(C)(C)NC(=O)Cn1c(-c2ccccc2)cc(C(C)=O)c1C	i	-2.8	i	-0.5	-1.6	-3.4	3.8	-2.1	-2.5
Cc1cc(C)c2nc(-c3ccco3)cc(C(=O)O)c2c1	i	9.6	nt	11.2	25.8	-5.3	14.4	-1.3	-2.9
O=C1NC[C@H](CCCCN2CCN(CCc3ccccc3)C(=O)C2=O)N(CCc2ccccc2)C1=O	nt	2.3	i	4.9	-4.2	1.7	nt	nt	-13.7
CCC/C(C#Cc1ccsc1)=C1/c2ccccc2C(=O)N1c1ccccc1	i	3.3	i	-1.9	1.3	-5.8	-7.6	-0.9	21.0
CCOC(=O)c1cnc2scnn2c1=O	i	2.1	i	2.4	4.3	4.6	4.8	0.6	-8.2
COC(=O)C(CC(C)C)Oc1ccc2c(C)cc(=O)oc2c1 (stereo not given)	i	-8.1	i	25.5	1.5	-3.6	0.5	0.9	2.6
Cc1nn(C(C)C(=O)NCCCN2CCCCCC2)c(=O)c2cc3sccc3n12 (stereo not given)	i	3.0	i	-4.9	7.6	-3.0	-14.6	0.2	-9.3
COc1cc(OC)cc(C(=O)NC(c2ccccc2)c2ccccc2)c1	i	-7.8	i	13.9	-1.3	-7.7	5.4	0.2	6.6
CCOc1ccc(NC(=O)CN(C)C(=O)c2ccc(N3CCCCC3)c([N+](=O)[O-])c2)cc1OCC	i	4.8	i	6.3	1.3	1.5	2.8	-1.3	0.7
NNC(=O)c1ccc(Cn2cc(Br)c(N)n2)cc1	i	-3.4	i	10.3	-3.6	-1.7	0.2	-0.1	-3.9
C=C(C)C1CC=C(C)/C(=N/NC(=S)Nc2ccccc2)C1 (stereo not given)	i	-2.7	i	13.1	-1.3	1.5	33.4	-0.2	7.1
CCN1CCN(CCCNC(=O)c2ccc3c(c2)NC(=O)/C(=C\c2cccc(C)c2)S3)CC1	i	-4.1	i	7.8	4.7	2.0	-1.2	-6.3	-1.5
O=C(OCc1c(F)cccc1Cl)c1cccnc1Cl	i	-9.3	i	7.5	4.6	0.7	-1.0	1.1	5.6

Reformatted: 2 of the compounds above
compound,Rpn11 block,NadD inh,Neddylation inh,SKN-1 block,CSN inh,MT1-MMP act inh,PABP1 MLLE inh,Rin1 Abl inh,FAS TE block
CN(C)S(=O)(=O)c1ccc(Cl)c(C(=O)NNC(=O)Cn2ccc(C(F)(F)F)n2)c1,i,-2.8,i,5.4,1.9,-1.7,1.3,2.9,-5.4
Cc1ccc(S(=O)(=O)NCCC(=O)NCCOc2ccccc2)cc1,i,-3.8,i,9.7,-8.5,-0.4,14.5,2.5,-1.0

Continued.
SMILES	Rpn11 block	NadD inh	Neddylation inh	SKN-1 block	CSN inh	MT1-MMP act inh	PABP1 MLLE inh	Rin1 Abl inh	FAS TE block
CCOC(=O)c1cnn(-c2ccccc2)c1NC(=O)c1ccc(C)cc1	i	10.2	i	-6.6	-6.9	5.7	7.5	-2.3	-3.3
Cc1nnsc1C(=O)Nc1ccc(Cl)cc1Cl	i	2.8	i	-7.8	5.4	5.8	1.7	1.7	-4.8
O=C(CN1C(=O)c2ccccc2S1(=O)=O)c1ccccc1	i	6.2	i	-0.6	-2.4	2.5	7.1	-1.1	-5.2
Cc1cccc(N2C(=O)c3ccc(C(=O)Nc4cccc(C(=O)O)c4)cc3C2=O)c1	i	-9.8	i	-6.2	1.3	4.3	-7.2	-0.9	-7.5
